Screening data (PubChem)
FEN1 inh = human FEN1 inhibition; Potency, µM (series often up to 114 µM), inactives show top-dose activity change, negative = inhibition, most hits filed as inhibitors; AID 588795; 0.35% of 390,000 active; Recombinant FEN1 flap cleavage, fluorescence, 15 min; also: nearly all actives have a fitted effect of over 65% in size
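Nuclease activity of 10 nM FEN1 was measured after 15 min of room-temperature exposure to titrated compounds, by adding 50 nM flap substrate and reading plates at 0 and 15 min.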
GCN5L2 inh = blocks human GCN5L2 histone acetyltransferase. Potency, µM (highest dose often 58.9 µM), without a hit: at the highest dose activity change, negative = inhibition, hits mostly inhibitors. GCN5L2 HAT assay, ThioGlo1 CoA-SH fluorescence. 0.21% of 390,000 active
Target sequence (Q92830 whole entry, looked up): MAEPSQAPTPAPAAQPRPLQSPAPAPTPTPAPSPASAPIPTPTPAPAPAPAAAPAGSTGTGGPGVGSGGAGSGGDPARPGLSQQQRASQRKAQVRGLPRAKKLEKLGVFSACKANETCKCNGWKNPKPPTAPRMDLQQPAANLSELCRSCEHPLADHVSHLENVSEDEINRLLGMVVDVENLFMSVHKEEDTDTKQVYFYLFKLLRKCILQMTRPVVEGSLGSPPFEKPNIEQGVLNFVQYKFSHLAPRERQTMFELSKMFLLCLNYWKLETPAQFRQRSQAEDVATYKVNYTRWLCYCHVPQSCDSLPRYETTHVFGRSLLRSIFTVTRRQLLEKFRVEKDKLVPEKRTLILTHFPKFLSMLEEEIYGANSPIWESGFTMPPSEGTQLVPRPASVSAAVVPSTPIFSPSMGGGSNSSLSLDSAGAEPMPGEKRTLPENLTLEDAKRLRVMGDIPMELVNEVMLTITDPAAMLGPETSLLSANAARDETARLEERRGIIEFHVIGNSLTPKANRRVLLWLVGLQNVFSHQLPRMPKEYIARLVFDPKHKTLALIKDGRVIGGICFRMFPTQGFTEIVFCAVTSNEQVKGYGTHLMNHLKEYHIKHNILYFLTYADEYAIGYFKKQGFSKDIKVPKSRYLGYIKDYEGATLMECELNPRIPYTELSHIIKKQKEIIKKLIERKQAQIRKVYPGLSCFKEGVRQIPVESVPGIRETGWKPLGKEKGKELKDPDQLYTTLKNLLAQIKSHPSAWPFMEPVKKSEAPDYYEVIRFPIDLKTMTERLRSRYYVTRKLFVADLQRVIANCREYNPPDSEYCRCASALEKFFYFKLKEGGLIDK
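Compounds, pin-transferred from DMSO stocks, meet 20nM GCN5L2 for 15 min before the reaction begins with H3(1-25) peptide (75uM) and acetyl-CoA (70uM). Thiol-reactive ThioGlo1 reports CoA release over 20 min at room temperature.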
The depositor's hits bear a star; ? = inconclusive; nt = not tested or not shown; & = joins results of further samples; [ ] = remark or other dose. Calls follow the shape of the dose curve; as a rule, active = well fitted curve in the direction sought with a large enough effect; inconclusive = small, poorly fitted or top-dose-only effect, or another doubt; inactive = no such curve, though single readings can be large; an effect the other way counts as inactive or inconclusive. % is scaled to controls: 0 for no effect and ±100 for the full control effect; potency is read from the fitted curve at half-maximal effect. These rows are one share of the data; the hit share may differ from the screen's.

mol	FEN1 inh	GCN5L2 inh
O=C(NCCCCN1CCOCC1)c1cc2ccccc2o1	nt	0%
Cc1cc(C)c2nc3s/c(=C/c4ccccc4)c(=O)n3c2c1	nt	?
CSc1nnc2c(n1)OC(C1CC=C(C)CC1)Nc1ccccc1-2 (centres undefined)	nt	-3%
CCn1c2ccccc2n2c(=O)c(=O)n(CC(=O)N3CCN(c4ccccc4OC)CC3)nc12	nt	0%
CCOC(=O)c1cc2c(ccn2C)n1CC(=O)N1CCN(c2ccccc2OC)CC1	nt	-4%
Nc1ccc(N2CCCCCC2)cc1	nt	-6%
CSCC[C@H](NC(=O)[C@H](CC(C)C)NC(=O)CNC(=O)[C@@H]1CCCN1C(=O)[C@H](Cc1ccccc1)NC(=O)[C@H](Cc1ccccc1)NC(=O)[C@H](CC(=O)O)NC(=O)[C@H](Cc1cnc[nH]1)NC(=O)[C@H](CCSC)NC(=O)[C@@H](N)CC(=O)O)C(N)=O	nt	3%
CCOC(=O)c1cc2c(=O)n3cccc(C)c3nc2n(Cc2ccccc2Cl)c1=N	nt	-4%
COc1ccc([C@]23Cc4cc(OC)c(OC)cc4C(O2)C2=C(CC(C)(C)CC2=O)O3)cc1	nt	-1%[12.7 µM]
Cc1csc(NC(=O)c2ccc(C)c(S(=O)(=O)N3CCOCC3)c2)n1	nt	-4%

Following part:
mol	FEN1 inh	GCN5L2 inh
CC1(C(=O)CSc2n[nH]c(-c3ccccc3Cl)n2)CCC(=O)O1 (centres undefined)	nt	-70%
O=c1c(O)c(-c2ccc(O[C@@H]3O[C@H](CO)[C@@H](O)[C@H](O)[C@H]3O)c(O)c2)oc2cc(O)cc(O)c12	nt	-23%
CC[C@@H](C(=O)[C@@H](C)[C@@H](O)[C@H](C)CCc1ccc(C)c(O)c1C(=O)O)C1O[C@](CC)(C2CC[C@](O)(CC)[C@H](C)O2)C[C@@H]1C (some centres undefined)	nt	16µM*
OC[C@H]1NC[C@@H](O)[C@@H](O)[C@@H]1O	nt	8%
O=C1CC(c2ccccc2Br)c2cc3c(cc2N1)CCC3 (centres undefined)	nt	-13%
N#C/C(C(=O)c1ccccc1)=C1/SC=C(N)N1c1ccccc1	nt	-12%
CC(=O)c1sc(-c2ccccn2)nc1C	nt	-6%
Cc1ccc(S(=O)(=O)CCC(=O)Nc2ccc(S(=O)(=O)N(C)C)cc2)cc1	nt	0%
CCn1c(SCC(=O)N2CCOCC2)nc2oc3c(Cl)cc(Cl)cc3c(=O)c2c1=O	nt	-9%
CCCC(=O)Nc1cc(-c2nnc(OC)c3ccccc23)ccc1N1CCCCC1	nt	0%

(more compounds)
mol	FEN1 inh	GCN5L2 inh
NC(=O)C(=O)O	nt	-4%
O=[N+]([O-])c1ccc(C2Oc3ccccc3C3CC(c4ccccc4)=NN32)s1 (centres undefined)	nt	-2%
Cc1ccc(C)c(CSc2nc(-c3ccco3)nc3c2c(=O)n(C)c(=O)n3C)c1	nt	-2%
O=C(O)CNC1=NCCC1	nt	-6%
Clc1cccc(-c2nn3c(COc4ccccc4)nnc3s2)c1	nt	-2%
CC(Oc1ccc(Br)cc1Br)C(=O)NC1CCCC1 (centres undefined)	nt	-3%
CN(C)/C=C(\C=N\OCc1ccc(Cl)cc1Cl)C(=O)Nc1ccc(Cl)c(Cl)c1	nt	-15%
CCOC(=O)CCc1c(C)c2ccc(OCc3cc([N+](=O)[O-])ccc3OC)c(C)c2oc1=O	nt	-4%
c1ccc(-c2nn[nH]n2)c(Nc2cccc3c2CCCC3)c1	nt	18µM*
N#Cc1ccc(C23CC4(C2)[C@H](CN(Cc2ccc(C(F)(F)F)cc2)[C@@H]4c2ccccc2)C3c2ccc(Cl)nc2)cc1 (some centres undefined)	nt	-18%

Later entries:
mol	FEN1 inh	GCN5L2 inh
COc1ccc2c(c1)c1nc3n(c(=O)c1n2CC(=O)Nc1cc(C)[nH]n1)CCS3	nt	1%
CC(C)C(NC(N)=O)C(=O)NC1CCCCC1 (centres undefined)	nt	-2%
CCCOC(=O)c1ccc(Cl)c(NC(=O)c2cccnc2)c1	nt	-4%
COc1cc(OC)cc(-c2cc3nc(C)cc(N4CCN(C(=O)c5ccco5)CC4)n3n2)c1	nt	-19%
Cc1ccc(NC(=O)COC(=O)c2ccc3c(c2)NC(=O)C2CCCN32)cc1C (centres undefined)	nt	-3%
O=c1c2c3c(sc2nc(N2CCNCC2)n1-c1cccc(Cl)c1)CCCCC3	nt	2%
O=c1c2ccccc2c(C=NC2CCN(Cc3ccccc3)CC2)c(O)n1Cc1ccc2c(c1)OCO2	nt	-10%
COC(=O)CCC(=O)OC1(C)C(=O)C=C2C=C(C3CC3)N(CC(C)C)C=C2C1=O (centres undefined)	nt	26%
C#CCOCCOCCOCCNc1nc(N2CCN(C(=O)[C@H](CCCCN)n3cc([C@@H](N)C(C)CC)nn3)CC2)nc(N2CCN(C(=O)[C@H](CCCCN)n3cc([C@@H](N)CO)nn3)CC2)n1 (some centres undefined)	nt	-6%
Cc1ccc(C2C(C#N)=C(N)SC(N)=C2C#N)o1	nt	?

Next part.
mol	FEN1 inh	GCN5L2 inh
O=C1c2c(O)cc(O)cc2O[C@H](c2ccc(O)c(O)c2)C1O (some centres undefined)	nt	-14%
Cc1ccc(C2C(C(=O)c3sc(C)nc3C)=C(O)C(=O)N2CCCN(C)C)o1 (centres undefined)	nt	-2%
O=c1oc2ccccc2c2c1C1O[C@](c3ccsc3)(Cc3c1ccc1ccccc31)O2	nt	-38%[12.7 µM]
O=C1NC(Cc2ccc(O)cc2)c2nc3ccc(Cl)cc3c(=O)n2-c2cc(Cl)ccc21 (centres undefined)	nt	-4%
O=S(=O)(c1ccc(S(=O)(=O)N2CCN(Cc3ccccc3)CC2)cc1)N1CCOCC1	nt	-1%
CCCCn1c(=O)c2[nH]c(C34CC5CC(CC3C5)C4)nc2n(CCCO)c1=O	nt	?
COc1cccc2c1C(=O)O/C2=C/c1ccc2c(c1)OCO2	nt	0%
Cc1nc(NC(=O)c2cccc(Cl)c2)sc1-c1csc(Nc2cccc(Cl)c2)n1	nt	4%
CCc1nc2c(c(=O)c3ccccc3n2C)c(=O)n1CCc1ccc(OC)cc1	nt	-1%
Cc1ccc(C2CC(=O)Oc3cc(C)c(Cl)cc32)cc1 (centres undefined)	nt	-8%[88.6 µM]

(continued)
mol	FEN1 inh	GCN5L2 inh
O=C1N=C(N2CCCC2)S/C1=C\c1cn[nH]c1-c1ccccc1	nt	1%
O=c1cc(-c2c(F)c(F)c(F)c(F)c2F)oc2c(F)c(F)c(F)c(F)c12	nt	-1%
CCCn1c(N/N=C(C)\C=C\c2ccccc2)nc2c1c(=O)[nH]c(=O)n2C	nt	2%
COCCNc1nnnc2c1sc1nc(N3CCOCC3)c3c(c12)CCCC3	nt	-4%
COc1cccc2cc(-c3ccnc(=S)[nH]3)oc12	nt	-24%
CCCCC[C@]12Cc3ccccc3C(O1)c1c(cc(C)oc1=O)O2	nt	-5%[12.7 µM]
COC(=O)c1ccc(C2C(C(=O)OC(C)C)=C(C)N=C3SCCC(=O)N32)cc1 (centres undefined)	nt	-5%
COc1ccc(OCc2cc(C(=O)O)c(C)o2)cc1	nt	0%
O=c1c2ccccc2nc(SCc2cc(=O)n3ccsc3n2)n1CCCO	nt	-17%
CCCCC[C@]12Cc3cc(OC)c(OC)cc3C(O1)c1c(cc(C)n(-c3ccccc3)c1=O)O2	nt	-4%[12.7 µM]

(list continues)
mol	FEN1 inh	GCN5L2 inh
COc1ccc(/C=C2\C(=O)ON=C2c2cccc([N+](=O)[O-])c2)cc1	nt	-18%
CSCC[C@H](NC(=O)[C@H](CC(C)C)N1CCC(NC(=O)[C@@H](NC(=O)[C@H](Cc2ccccc2)NC(=O)[C@H](CO)NC(=O)[C@H](CC(=O)O)NC(=O)[C@@H](N)CCCCN)C(C)C)C1=O)C(N)=O (some centres undefined)	nt	1%
CC(CCc1ccccc1)NC(=O)CCCCCNc1nc(=S)[nH]c2ccccc12 (centres undefined)	nt	-2%
CSc1nc(-c2ccco2)nn1S(=O)(=O)c1ccccc1	nt	4%
O=C(O)c1ccc2c(c1)C(=O)N([C@H](Cc1ccc([N+](=O)[O-])cc1)C(=O)O)C2=O	nt	2%
Cc1cc2ccccc2n2c(SCC(=O)N3CCN(C(=O)c4ccco4)CC3)nnc12	nt	1%
Cc1nn(-c2ccccc2)c2sc(C(=O)C(C#N)c3ccccn3)cc12 (centres undefined)	nt	-3%
CC(=O)N[C@@H](CSC(=O)[C@]1([C@@H](O)C(C)C)NC(=O)[C@H](C)[C@@H]1O)C(=O)O	nt	5%[12.7 µM]
CC(C)CC(NC(=O)NC(CCC(=O)O)C(=O)O)C(=O)O (centres undefined)	nt	12%
COC(=O)c1ccc(NCC(=O)N2CCCCCC2)cc1	nt	-7%

Some of the entries above in another layout.
Cc1nn(-c2ccccc2)c2sc(C(=O)C(C#N)c3ccccn3)cc12 (centres undefined)
  FEN1 inh: nt | GCN5L2 inh: -3%
CC(=O)N[C@@H](CSC(=O)[C@]1([C@@H](O)C(C)C)NC(=O)[C@H](C)[C@@H]1O)C(=O)O
  FEN1 inh: nt | GCN5L2 inh: 5%[12.7 µM]
CC(C)CC(NC(=O)NC(CCC(=O)O)C(=O)O)C(=O)O (centres undefined)
  FEN1 inh: nt | GCN5L2 inh: 12%

More compounds follow:
mol	FEN1 inh	GCN5L2 inh
CCC(C)n1c(C)nc2c(c1=O)c1nc3ccccc3nc1n2-c1ccc2c(c1)OCCO2 (centres undefined)	nt	-2%
O=C(CCCCCN1C(=O)c2cccc3cccc(c23)C1=O)NO	nt	-13%
Cc1onc(-c2c(Cl)cccc2Cl)c1C(=O)n1nnc2ccccc21	nt	-2%
CC(/C(O)=C(\C#N)c1nc2ccccc2n1C)N1C(=O)c2ccccc2C1=O (centres undefined)	nt	-3%
Cc1nn(C)c(C(=O)Nc2cccc(Nc3ccccc3)c2)c1[N+](=O)[O-]	nt	-8%
CSc1ccc([C@H]2CN3CCC[C@H]3c3ccccc32)cc1	nt	14%
Cc1ccn2c(C(=O)N/N=C/c3ccc(CNC(=O)C(=O)Nc4ccc(C)c(C)c4)o3)c(C)nc2c1	nt	3%
Cc1ccc2nc3c(cc(C(=O)NC4CCCC4)c(=N)n3CCCn3ccnc3)c(=O)n2c1	nt	-9%
C[C@@H]1COC(=O)O1	nt	-22%
CSc1sc(C(=O)O)c2c1C(=O)CC(C)(C)C2	-2%	nt

Other entries
mol	FEN1 inh	GCN5L2 inh
CCCC[C@@H]1CCCO[C@@](C(=O)NCc2ccccc2)(C(F)(F)F)C1	7%	nt
COc1ccc(S(=O)(=O)Nc2cccc3cccnc23)c([N+](=O)[O-])c1	7%	nt
COc1ccc(C2/C=C\CN(C(=O)c3ccccc3)C(C)C(=O)N2Cc2ccc(F)cc2)cc1 (centres undefined)	1%	nt
COC(=O)CCN(Cc1ccco1)S(=O)(=O)c1ccc(F)cc1Br	-3%	nt
O=C1CC(c2ccco2)CC2=C1C(c1cccnc1)n1nc(C(F)(F)F)nc1N2 (centres undefined)	-31%	nt
O=S(=O)(Nc1cccc2cccnc12)C1CC1	0%	nt
O=C1CC(c2ccco2)CC2=C1C(c1ccc(O)cc1)n1nc(C(F)(F)F)nc1N2 (centres undefined)	6%	nt
COC(=O)CCc1ccccc1S(=O)(=O)N(CCC(=O)OC)Cc1ccccc1	-18%	nt
O=S(=O)(Nc1cc(Br)cc2cccnc12)c1cccc2ccccc12	-8%	nt
O=S(=O)(NCCc1ccccc1)c1ccccc1Br	-20%	nt

(continued)
mol	FEN1 inh	GCN5L2 inh
CN1CCC(=O)N(C(CSc2ccc(Br)cc2)c2ccccc2)CC1 (centres undefined)	-21%	nt
O=S(=O)(Nc1cccc2cccnc12)c1ccc2ccccc2c1	-5%	nt
COC(=O)C1=C[C@@H](C(=O)OC)[C@@H]2C3=C(C(=O)[C@@]2(C)NC(=O)c2ccccc2)[C@H](C)[C@@H]2C(=O)N(c4ccccc4)C(=O)[C@@H]2[C@@H]3C1	3%	nt
O=C1C[C@H](c2ccccc2Cl)N1S(=O)(=O)c1ccccc1[N+](=O)[O-]	-7%	nt
CN(C)/[N+]([O-])=N/Oc1cc(ON=[N+]([O-])N2CCN(c3ncccn3)CC2)c([N+](=O)[O-])cc1[N+](=O)[O-]	?	nt
CC1CC=CC2C1C(=O)N(Cc1ccccc1)C2c1ccc2ccccc2c1-c1ccc(N(C)C)cc1 (centres undefined)	-16%	nt
O=S1(=O)C2CC3C=CC2(CN1Cc1cccc(F)c1)O3 (centres undefined)	-3%	nt
COc1ccc(C2CC(c3ccccc3)Oc3ccc(OC)cc32)cc1 (centres undefined)	-1%&-4%	nt
O=C1C2C(c3ccccc3)CC=CC2C(c2ccc3ccccc3c2)N1Cc1ccccc1 (centres undefined)	5%	nt
COc1ccc(-c2ccc(OC)c(C3C4C=CCCC4(C)C(=O)N3Cc3ccccc3)c2)cc1 (centres undefined)	-16%	nt
CCOC(=O)N1CCCN(/[N+]([O-])=N/Oc2ccc([N+](=O)[O-])cc2[N+](=O)[O-])CC1	-5%	nt
O=S(=O)(Nc1cccc2ccccc12)c1ccc2ccccc2c1	?	nt
CCCN1CCC(=O)N(C(CSc2ccc(C)cc2)Cc2ccccc2)CC1 (centres undefined)	1%	nt
